# High-throughput results as filed in PubChem BioAssay.
# mcGAS lum: cyclic GMP-AMP synthase inhibitors, mouse, primary biochemical chemiluminescence. 160,000 tested, 0.15% active. Q8C6L5. inhibition, % at 12.5 µM. AID 1259399, 2018. recombinant cGAS, Kinase-Glo ATP depletion luminescence;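 further: 0% = negative control wells and 100% = reference inhibitor with no enzyme activity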
# NPYLR7 agonist: agonists of mosquito NPYLR7 receptor, primary screen, cell-based, Aedes aegypti, calcium fluorescence, mosquito biting behavior. activation, % at 10 µM. AID 1259423, 2018. 270,000 tested, 0.15% active. Aedes aegypti neuropeptide Y-like receptor 7 (NPYLR7). HEK293T NPYLR7/Galpha15, GCaMP6s calcium fluorescence; in the data active means activation above about 40%;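 further: 0% = vehicle and 100% = reference agonist at the receptor; some compounds past the cut are filed as inactive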
# hcGAS inh: Primary biochemical luminescence assay for human cyclic GMP-AMP synthase inhibitors; Q8N884; recombinant h-cGAS, ATP depletion, Kinase-Glo luminescence; inhibition, % at 12.5 µM; 290,000 tested, 0.081% active; AID 1259398, 2018;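 further: 0% = vehicle reaction and 100% = reaction without DNA for no activity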
# Target sequence (Q8N884 whole entry, looked up): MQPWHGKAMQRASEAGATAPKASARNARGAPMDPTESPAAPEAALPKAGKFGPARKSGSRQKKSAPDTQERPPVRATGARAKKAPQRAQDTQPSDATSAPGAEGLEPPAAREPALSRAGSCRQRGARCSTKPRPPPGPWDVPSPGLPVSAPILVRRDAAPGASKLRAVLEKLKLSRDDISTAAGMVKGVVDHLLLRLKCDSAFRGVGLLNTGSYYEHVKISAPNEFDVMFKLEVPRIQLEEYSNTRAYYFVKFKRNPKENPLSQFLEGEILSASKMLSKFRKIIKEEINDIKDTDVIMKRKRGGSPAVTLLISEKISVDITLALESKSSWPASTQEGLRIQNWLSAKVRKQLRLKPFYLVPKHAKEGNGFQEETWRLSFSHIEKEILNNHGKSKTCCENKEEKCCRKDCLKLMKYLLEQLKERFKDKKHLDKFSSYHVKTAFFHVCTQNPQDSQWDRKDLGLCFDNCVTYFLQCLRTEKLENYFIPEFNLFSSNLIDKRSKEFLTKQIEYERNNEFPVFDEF
# Starred values were filed as active, the others as inactive; / = not tested or not shown; & = joins results of further samples. Unless noted, no stated cut-off is given here; in the data, active means inhibition above about 40%; inactive means the rest.
SMILES,mcGAS lum,NPYLR7 agonist,hcGAS inh
O=C(CN1CCN(Cc2nc(-c3ccco3)cs2)CC1)N1CCOCC1,-10,-18,0
O=C(c1ccc(CSCc2cccs2)cc1)N1C2CCC1CC(Oc1ccc3c(c1)OCO3)C2 (centres undefined),-6,3,-4
Cc1ncc2c(c1CNC(=O)c1ccccc1C1CCNC1)CCNC2 (centres undefined),/,11,-4
CN(C)c1ccc(NC(=O)C2CCC2)cc1CN(Cc1ccco1)C(=O)C1CC1,0,-4,-2
O=C(NCCOc1ccc2nnc(-c3ccccc3)n2n1)Nc1ccccc1C(F)(F)F,-5,0,-1
Fc1cc(-c2cccs2)ccc1CNC1CCN(CC(F)(F)F)C1 (centres undefined),/,-5,-4
CCc1nc2c(OCCn3cccc3)cccn2c1N(C)C(=O)c1ccco1,-2,9,-5
C=CCN1CCN(c2nc3c(c(=O)[nH]c(=O)n3C)n2Cc2ccccc2C)CC1,/,-4,-6
COc1cc(OC)c(OC)cc1CNCc1c(C)cc(C)cc1C,/,-1,-5
C#CCn1c(O)c(N=NC(=O)CNC(=O)Cc2ccccc2)c2ccccc21,-5,-6,9
CCCn1c(N)cc(=O)[nH]c1=O,/,4,-12
CC(=O)N[C@@H]1C[C@H](CC(C)C)O[C@H](c2ccc(-c3ccccn3)cc2)C1,0,-3,-2
CCc1nc2ccc(C(=O)NCc3ccccc3OC)cn2c1N(C)Cc1ccc(N(C)C)cc1,-3,-2,-2
O=C(c1cccnc1N1CCC(O)(C(=O)O)CC1)N1CCCCC1,/,6,-6
Cc1ccc(-n2c(=O)[nH]c3c(C(N)=O)nc(CCc4ccccc4)nc32)cc1C,-5,-6,-1
O=c1[nH]c(=S)[nH]c(O)c1C=C1C=Nc2ccccc21,3,-4,0
Cn1cc(-c2ccc3c(c2)COCC(=O)N3CC2CC2)cn1,/,5,-6
COc1cn(CC(=O)NCCc2ccccc2)c(CSc2nnnn2C)cc1=O,-1,-4,-3
NC(=O)c1ccc[n+](C2OC(COP(=O)(O)OP(=O)(O)OCC3OC(n4cnc5c(N)ncnc54)C(O)C3O)C(O)C2O)c1 (centres undefined),-3&0,-6&-6&-7,-3&-5&2
COc1ccc(-c2noc(CSCc3ccc(Cl)cc3)n2)c(OC)c1,/,-1,1
CC(C)N(CC(=O)Nc1nc(CC(=O)NCCc2ccccc2)cs1)C(=O)c1ccc(Cl)c(Cl)c1,-4,3,-1
COC(C(=O)NN=C1CCN(C)CC1)c1ccccc1 (centres undefined),/,-15,2
O=c1cc(CSc2nnc3ccccn23)c2cc3c(cc2o1)CCC3,/,6,-5
COC(=O)Cn1c(=O)c2c(nc3n2CCN3c2cc(C)ccc2C)n(C)c1=O,/,-5,-7
CCCC1CCCN(C(=O)c2c[nH]c3ncccc23)CC1 (centres undefined),/,2,-2
CN(Cc1ccc(F)cc1)C(=O)CNC(=O)c1cccs1,/,1,-13
Cc1noc(C)c1C(=O)N(C)C(C)c1ccccc1F (centres undefined),/,26,-9
CCOC(=O)c1cnn(-c2nc3c(C)cccc3s2)c1C,/,0,-5
CCc1nc(C)nc(N2CCN(C(=O)C3CCC3)CC2)c1Cc1cc(C)ccc1C,-4,/,-5
C=CCn1nc(C(=O)O)c2c1CCC(NCc1ccoc1)C2 (centres undefined),/,22,-6
CCc1nc2ccc(C(=O)N(C)C(C)C)cn2c1N(CC)CC(=O)N(C)C,-2,12,-5
CCCCN1C(=O)CNC1=S,-6,4,-2
CC1CN(C(=O)c2cc(-c3ccccc3)nc3cc(C(C)(C)C)nn23)CC(C)O1 (centres undefined),-4,3,0
COC(=O)c1ccc(CNC(=O)c2ccccn2)cc1,/,-1,-1
CN(CC1Cc2ccccc2O1)c1ccc(-c2nccn2C)nn1 (centres undefined),/,4,-5
Cc1nc2cc(C(F)(F)F)ccc2n1C1CCN(C(=O)CC2C=CCC2)CC1 (centres undefined),-6,2,-6
Cc1ccc(CN(CCc2ccccc2)C(=O)CN(C(=O)NC(C)(C)C)C2CC2)o1,-1,-3,3
Cc1c(C(=O)Nc2nc3c(s2)CCC3)oc2c1C(=O)CC(C)(C)C2,/,0,4
CN(Cc1ccco1)c1nc(C(C)(C)C)nc2c1cnn2C,2,4,-3
CN(C)c1nc(N)nc(COc2ccc(Cl)c3ccccc23)n1,/,8,-6
Cc1cc(C(=O)Nc2nnc(CC3CCCC3)s2)ccc1[N+](=O)[O-],/,3,6
O=S(=O)(NNc1c(F)c(F)cc(F)c1F)c1ccc(Cl)cc1,-9,4,-2
Cc1cc(C)c(CNCC(C)n2cncn2)c(C)c1CO (centres undefined),-11,-1&-1,-10&-5
c1ccc(-c2nnc3sc(-c4ccc5c(c4)OCO5)nn23)cc1,/,5,4
O=C(C1COC2(CCCCC2)N1C(=O)c1ccccc1)N1CCCC1 (centres undefined),-8,-3,-5
Cc1nc(SCC(N)=O)c2c3c(sc2n1)CCCC3,/,4,-5
O=C(O)C1(CCCc2ccccc2)CCN(Cc2cnc[nH]2)CC1,-11,/,-4
COc1ccc(S(=O)(=O)NCCCn2nc(-c3ccccc3)ccc2=O)cc1F,/,-2,-1
COc1ccc(NC(=O)c2cnn3c(C(F)(F)F)cc(-c4ccc(F)cc4)nc23)c(OC)c1,-3,-5,-2
CC(C)(C)c1cc2nc(C(=O)N3CCN(c4ccc([N+](=O)[O-])cc4)CC3)cc(-c3ccccc3F)n2n1,-9&-5,-8,-5&-2
O=[N+]([O-])c1cnc(Nc2ccc(Cl)cc2)c([N+](=O)[O-])c1,-3,-3,-10
O=C(NCC[C@@H]1C[C@@H]2C=C[C@H]1C2)c1cccc(OC2CCN(C(=O)C3CC3)CC2)c1,/,6,1
Cc1c(Cl)cccc1NC(=O)CSc1nc(N)nc(C2CCC2)n1,/,4,-6
Cc1cccc(C(=O)N2CCN(C(C(=O)NCCCN3CCOCC3)C3CCCC3)CC2)c1 (centres undefined),-5,-2,-2
CC(C)(C)n1ccc2c(cnc3nc(-c4ccncc4)nn32)c1=O,/,-1,-2
O=C1N=C2OC(C(=O)N3CCOCC3)=CN2CCN1Cc1ccccc1C(F)(F)F,/,0,-9
COC(=O)CCCCC(=O)N1CCN(CC(OCc2ccc(C(F)(F)F)cc2)c2ccc(Cl)cc2)CC1 (centres undefined),-5,-1,-4
COc1ccc2oc(=O)c(-c3nnc(Nc4cccc(C(F)(F)F)c4)s3)cc2c1,/,-6,-9
CC(=O)Oc1ccccc1Cn1c(C)c(C(=O)NCc2ccc(C#N)cc2)sc1=O,/,6,-9
OCCN1CCN(C2CCN(C3CC4CCC3C4)CC2)CC1 (centres undefined),/,3,-6
# Next results
SMILES,mcGAS lum,NPYLR7 agonist,hcGAS inh
CCc1nc2ccc(C(=O)N(CC)CCN(C)C)cn2c1N(C)C(=O)Nc1ccccc1OC,-4,-6,-5
COC(=O)Cn1c(=NC(=O)c2ccc3ncsc3c2)sc2cc(C)ccc21,/,5,-5
Nc1nc(SCc2cccnc2)[nH]c(=O)c1NC(=O)c1ccc(F)cc1,-1,-6,1
COCCOc1ccc(C(C)Nc2cc(C)nc(C)n2)cc1OC (centres undefined),/,3,0
CCN(CCS(=O)(=O)c1cc(Cl)ccc1Cl)CC(=O)NC(C)C,/,-2,0
Cc1ccc(-n2c(SCC(=O)NCC3CCCO3)nnc2-c2ccc(F)cc2)cc1 (centres undefined),-5,5,2
O=S(=O)(N1CCCC1)N1CCn2cncc2C1,/,12,-5
O=c1c2nccn2ccn1Cc1cc(-c2ccccc2)on1,-13,-5,-9
CCOC(=O)c1c(NC(=O)C2CCCC2)sc(C(C)=O)c1C,/,0,-13
Cc1cc(CNC(=O)CCc2c(C)nc3c4ccccc4nn3c2C)ccc1F,-10,-6,-5
O=C(CCCCSc1nnc(Cc2ccccc2)n1-c1ccc(Cl)c(Cl)c1)NCc1cccc(C(F)(F)F)c1,-6,2,-11
CCOc1ccc2oc(C(=O)NCCNC(=O)c3oc4ccc(OCC)cc4c3C)c(C)c2c1,/,5,-6
O=c1c2c3c(sc2nc(CN2CCCC2)n1CC(O)c1ccccc1F)CCCC3 (centres undefined),/,3,-1
CN(C(=O)c1cc2ccccc2oc1=O)C1CCCN(C2Cc3ccccc3C2)C1 (centres undefined),/,5,1
O=C(CC(c1ccc2c(c1)OCO2)c1c[nH]c2ccccc12)N1CCc2ccccc2C1 (centres undefined),-6,/,-4

# The list goes on; the last 3 above are carried over.
SMILES,mcGAS lum,NPYLR7 agonist,hcGAS inh
O=c1c2c3c(sc2nc(CN2CCCC2)n1CC(O)c1ccccc1F)CCCC3 (centres undefined),/,3,-1
CN(C(=O)c1cc2ccccc2oc1=O)C1CCCN(C2Cc3ccccc3C2)C1 (centres undefined),/,5,1
O=C(CC(c1ccc2c(c1)OCO2)c1c[nH]c2ccccc12)N1CCc2ccccc2C1 (centres undefined),-6,/,-4
Cc1cc(C)n(CCC(=O)N2CCCC(Nc3ccc4c(c3)OCCO4)C2)n1 (centres undefined),/,0,-10
CC(=O)c1[nH]c(C)c(C(=O)NC2CCCCC2C)c1C (centres undefined),/,7,-4
Cc1ccc(CNC(=O)C(C)N2CCCC(C(N)=O)C2)cc1 (centres undefined),/,-3,1
O=C(c1ccc(Cl)cc1)N(Cc1cccnc1)Cc1nccn1Cc1ccc(F)cc1,-3,0,-2
Cc1cccnc1NCCNC(=O)c1nc2ccccc2c(=O)[nH]1,/,-3,-6
CC(C)(C)CN1CCCC(O)(CNCCc2n[nH]c(=O)[nH]2)C1=O (centres undefined),/,15,-12
Cc1cc(NC(=O)COc2ccc(F)c(Cl)c2)no1,-4,11,-10
O=C(CSc1nc2ccccc2s1)Nc1ccc(F)cc1,-3,6,3
COc1cc(C2C3C(=O)CC(C)(C)CC3=Nc3ccccc3N2C(=O)C(F)(F)F)cc(OC)c1OC (centres undefined),/,-9,-6

# Compounds from the list above containing an aryl methoxy group (10):
SMILES,mcGAS lum,NPYLR7 agonist,hcGAS inh
COc1cc(OC)c(OC)cc1CNCc1c(C)cc(C)cc1C,/,-1,-5
CCc1nc2ccc(C(=O)NCc3ccccc3OC)cn2c1N(C)Cc1ccc(N(C)C)cc1,-3,-2,-2
COc1cn(CC(=O)NCCc2ccccc2)c(CSc2nnnn2C)cc1=O,-1,-4,-3
COc1ccc(-c2noc(CSCc3ccc(Cl)cc3)n2)c(OC)c1,/,-1,1
COc1ccc(S(=O)(=O)NCCCn2nc(-c3ccccc3)ccc2=O)cc1F,/,-2,-1
COc1ccc(NC(=O)c2cnn3c(C(F)(F)F)cc(-c4ccc(F)cc4)nc23)c(OC)c1,-3,-5,-2
COc1ccc2oc(=O)c(-c3nnc(Nc4cccc(C(F)(F)F)c4)s3)cc2c1,/,-6,-9
CCc1nc2ccc(C(=O)N(CC)CCN(C)C)cn2c1N(C)C(=O)Nc1ccccc1OC,-4,-6,-5
COCCOc1ccc(C(C)Nc2cc(C)nc(C)n2)cc1OC (centres undefined),/,3,0
COc1cc(C2C3C(=O)CC(C)(C)CC3=Nc3ccccc3N2C(=O)C(F)(F)F)cc(OC)c1OC (centres undefined),/,-9,-6

# Not a hit list (roughly 0.29% active in at least one column).
